Bioassay records deposited in PubChem by National Center for Advancing Translational Sciences (NCATS).
Cycloheximide cs: counter-screen hit for Shiga toxin inhibitors, cycloheximide | cell reporter, cycloheximide protein synthesis inhibition counterscreen | max response, % | 12% of 300,000 active | AID 2314; in the data active = max response mostly above about 13%, no sharp cut-off; inactive = mostly below about 14%; also: read at 38.3 µM for the half of the compounds with a filed dose; 0% is about no effect
Pf growth 48h: inhibits P. falciparum growth in the first generation, 48 h; AID 504832; 5.9% of 310,000 active; Potency, µM (top dose mostly 28.7 µM), for the others: at the highest dose activity change, negative = inhibition, hits mostly inhibitors; P. falciparum luciferase growth in erythrocytes, 48 h; also: potency is read from the fitted curve at half-maximal effect; % is scaled to controls: 0 for no effect and ±100 for the full control effect
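Read-out is firefly luciferase luminescence from an integrated reporter in P. falciparum, so falling signal marks reduced parasite growth. Infected erythrocytes were at 2% hematocrit and 0.1% parasitemia (final) in Albumax-supplemented RPMI 1640.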
AmpC no deterg: AmpC beta-lactamase inhibition without detergent; Potency, µM (highest dose often 57.1 µM), without a hit: at the top dose activity change, negative = inhibition, actives largely listed as inhibitors; AmpC nitrocefin hydrolysis, absorbance 480 nm, 0.0001% Triton; P00811; AID 485341; 0.52% of 330,000 active;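 also: potency is read from the fitted curve at half-maximal effect; plate controls were no compound for no effect and no enzyme for full effect; nearly all actives have a fitted effect of over 20% in size; some results filed as inactive show a strong effect at the top dose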
Target sequence (P00811 whole entry, looked up): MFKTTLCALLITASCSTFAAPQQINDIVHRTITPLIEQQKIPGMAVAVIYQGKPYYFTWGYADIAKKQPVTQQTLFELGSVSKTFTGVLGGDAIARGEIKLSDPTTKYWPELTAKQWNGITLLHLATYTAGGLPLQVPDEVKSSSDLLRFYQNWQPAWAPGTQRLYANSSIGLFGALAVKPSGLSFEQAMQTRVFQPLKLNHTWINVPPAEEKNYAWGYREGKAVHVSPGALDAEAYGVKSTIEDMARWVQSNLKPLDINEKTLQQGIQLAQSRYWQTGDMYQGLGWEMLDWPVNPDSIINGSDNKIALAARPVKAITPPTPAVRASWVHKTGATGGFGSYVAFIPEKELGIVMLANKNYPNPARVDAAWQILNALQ
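AmpC (5.3 nM in the dispensed reagent) in 20 mM phosphate pH 7.0 with 0.01% (detergent screen) or 0.0001% Triton X-100 was preincubated with compounds for 15 min at room temperature. Nitrocefin was then added from an 800 uM solution, and hydrolysis was followed at 480 nm.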
LmPK inhibitor: LmPK (Leishmania mexicana) enzyme inhibition; purified LmPK, Kinase-Glo ATP luminescence, 1 h; 0.37% of 290,000 active; Q27686; AID 1721; Potency, µM (titrated, usually from 57.5 µM), for inactives: at the top dose activity change, negative = inhibition, actives largely listed as inhibitors; also: potency is read from the fitted curve at half-maximal effect; % is scaled to controls: 0 for no effect and ±100 for the full control effect
Target sequence (Q27686 whole entry, looked up): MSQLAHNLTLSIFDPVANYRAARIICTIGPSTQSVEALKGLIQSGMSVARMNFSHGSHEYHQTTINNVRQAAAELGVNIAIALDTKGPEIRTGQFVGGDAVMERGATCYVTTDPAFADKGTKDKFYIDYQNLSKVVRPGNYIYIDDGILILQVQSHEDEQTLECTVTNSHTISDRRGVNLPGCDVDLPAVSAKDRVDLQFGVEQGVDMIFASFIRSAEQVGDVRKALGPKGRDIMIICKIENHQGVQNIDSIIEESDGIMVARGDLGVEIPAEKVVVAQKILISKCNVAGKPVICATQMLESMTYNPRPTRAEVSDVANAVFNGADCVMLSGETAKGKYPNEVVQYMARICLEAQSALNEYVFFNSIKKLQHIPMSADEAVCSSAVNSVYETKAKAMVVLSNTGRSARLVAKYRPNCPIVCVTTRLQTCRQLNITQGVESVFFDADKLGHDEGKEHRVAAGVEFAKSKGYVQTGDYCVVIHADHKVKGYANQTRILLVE
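Screened at intermediate enzyme activity to detect both inhibitors and activators: LmPK at 0.1 nM, with a 0.5 nM enzyme column as activation reference. PEP 0.5 mM, ADP 0.1 mM; ATP detected by luminescence after 1 h.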
Shiga inhibitor: inhibitors of Shiga toxin in Vero cells | Vero cells, Shiga toxin protein synthesis inhibition reporter | inhibition, % at 38.7 µM | 9.2% of 290,000 active | AID 2315; in the data active = inhibition mostly above about 28%, no sharp cut-off; inactive = mostly below about 43%; also: 0% is about no effect
TbPYK inhibitor: inhibitors of Trypanosoma brucei pyruvate kinase; TbPYK enzyme, Kinase-Glo Plus ATP luminescence, 45 min; Potency, µM (series often up to 76.8 µM), inactives show top-dose activity, negative = inhibition, hits mostly inhibitors; 0.12% of 410,000 active; also: potency is read from the fitted curve at half-maximal effect; % is scaled to controls: 0 for no effect and ±100 for the full control effect; nearly all actives have a fitted effect of over 50% in size
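Activity of T. brucei pyruvate kinase was followed by Kinase-Glo Plus luminescence after the enzyme reacted 45 min at room temperature with 130 uM ADP (final) and substrate. Test compounds were added before ADP at multiple concentrations.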
Pf growth 96h: P. falciparum growth inhibition at 96 hour, primary screen for plastid delayed-death inhibitors | P. falciparum luciferase reporter growth, 96 h | Potency, µM (doses to about 28.7 µM), for the others: top-dose activity change, negative = inhibition, most hits filed as inhibitors | 6.9% of 320,000 active | AID 504834; also: potency is read from the fitted curve at half-maximal effect; % is scaled to controls: 0 for no effect and ±100 for the full control effect
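Two-generation exposure (96 h) targets delayed-death phenotype. Reporter parasites carrying integrated firefly luciferase, in red cells at 2% hematocrit and 0.05% parasitemia final, kept at 37 C, 5% CO2; luminescence loss indicates inhibition.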
Starred values were filed as active, the others as inactive; ? = inconclusive; · = no result given; [ ] = another dose, or the depositor's remark. Unless noted, calls follow the shape of the dose curve; as a rule, active = well fitted curve in the direction sought with a large enough effect; inconclusive = small, poorly fitted or top-dose-only effect, or another doubt; inactive = no such curve, though single readings can be large; an effect the other way counts as inactive or inconclusive. Outcome played no part in choosing rows (roughly 22% active in at least one column).

SMILES | Cycloheximide cs | Pf growth 48h | AmpC no deterg | LmPK inhibitor | Shiga inhibitor | TbPYK inhibitor | Pf growth 96h
OC(CN1CCN(c2cccc(Cl)c2)CC1)C(c1ccccc1)c1ccccc1 (stereo not drawn) | · | ? | -11.9% | · | · | 2.5% | -15.8%
CCCC1/C(=N/O)CC(c2ccccc2)NC1c1ccccc1 (stereo not drawn) | 6.1 | 11.7µM* | -18.4% | -2.6% | 9.4 | -4.7% | 25.7%
OCc1nn2c(c1Br)NC(c1ccccc1)CC2C(F)(F)F (stereo not drawn) | -0.4 | -3.4% | -44.5% | 4.5% | -3.5 | -22.6% | 14.4%
CCn1c(SCC(=O)NCc2ccc(C)cc2)nnc1-c1ccncc1 | -3.3 | 4.9% | -7.7% | -0.5% | -6.8 | 4.3% | -15.4%
COc1cc(/C=N/n2nnnc2N)ccc1OCC#N | -1.2 | 3.9% | -11.5% | -1.2% | -3.6 | 4.8% | 0.5%
Cc1nc2ccccc2nc(C)c1=NOCc1ccc(C#N)cc1 | 28.9* | 15.7% | -7.2% | 5.2% | 66.5* | -4.9% | ?
CNC(=O)c1cccnc1Nc1cccc(C(F)(F)F)c1 | 26.9* | 45.3%[activator] | -5.1% | 0.4% | 10.5 | 0.0% | 77.1%[activator]
O=C(Cc1cccs1)Nc1nc2c(s1)CCCC2 | 53.9* | 43.4%[activator] | -41.7% | -8.1% | 131.9* | -22.3% | 6.2%
COc1ccc(N(CC(=O)NC2CCCCC2)C(=O)CNC(=O)c2ccco2)c(OC)c1 | 1.1 | -28.1% | -0.8% | 1.9% | -3.3 | 3.0% | -28.9%
Cc1ccc(NC(=S)NCc2ccc3c(c2)OCO3)c(C)c1 | 9.5 | -8.1% | -16.8% | 6.2% | 9.0 | 1.0% | 10.7%
N#CCCN(C(=O)COC(=O)C1=COCCO1)c1ccc(F)cc1 | · | -19.1% | -5.9% | · | · | 3.3% | 8.8%
COC(=O)c1sccc1NC(=O)CSc1ccccc1NS(=O)(=O)c1ccc(Br)cc1 | 2.3 | ? | -23.1% | -1.2% | -13.2 | -1.3% | 8.3%
CC12CCC(C(=O)NCCc3ccccc3)(OC1=O)C2(C)C (stereo not drawn) | -0.9 | 11.5% | -4.8% | -2.6% | -1.6 | 2.5% | ?
COc1ccc(C)cc1S(=O)(=O)N(CC(=O)O)c1ccccc1 | -2.5 | 10.7% | -6.8% | -9.9% | -4.2 | -6.2% | ·
COC(=O)C(NC(=O)Nc1ccccc1OC)C(C)C (stereo not drawn) | -1.5 | · | -7.3% | -4.7% | -7.3 | -3.6% | 18.2%

One compound at a time, as listed above. Values in the order: Cycloheximide cs, Pf growth 48h, AmpC no deterg, LmPK inhibitor, Shiga inhibitor, TbPYK inhibitor, Pf growth 96h
Record of `OC(CN1CCN(c2cccc(Cl)c2)CC1)C(c1ccccc1)c1ccccc1` (stereo not drawn) : ·, ?, -11.9%, ·, ·, 2.5%, -15.8%
Record of `COc1ccc(C)cc1S(=O)(=O)N(CC(=O)O)c1ccccc1` : -2.5, 10.7%, -6.8%, -9.9%, -4.2, -6.2%, ·
Record of `COC(=O)C(NC(=O)Nc1ccccc1OC)C(C)C` (stereo not drawn) : -1.5, ·, -7.3%, -4.7%, -7.3, -3.6%, 18.2%

More compounds
SMILES | Cycloheximide cs | Pf growth 48h | AmpC no deterg | LmPK inhibitor | Shiga inhibitor | TbPYK inhibitor | Pf growth 96h
COc1ccccc1CNS(=O)(=O)c1ccc2[nH]cc(C(=O)O)c(=O)c2c1 | -5.2 | -1.4% | -1.4% | 9.8% | -26.3 | -6.3% | -24.7%
CCO[C@H]1c2c(ccc3ccc(=O)oc23)OC(C)(C)[C@@H]1O | · | 24.9% | -4.7% | · | · | 2.4% | 38.6%[activator]
Oc1c(C=Nc2cccnc2)sc2ccccc12 | 50.3* | 9.0% | -22.4% | -8.0% | 95.0* | -8.3% | -6.5%
CC(O)[C@H](NC(=O)C1(c2ccccc2)CCN(C(=O)OC(C)(C)C)CC1)C(=O)O (stereo partly drawn) | -7.0 | -9.4% | -3.7% | -0.8% | -17.5 | -0.2% | -10.7%
CC(C)N1C(=S)SC(C)(C)C1n1oc(=O)n(-c2ccc(Cl)c(Cl)c2)c1=O (stereo not drawn) | -2.0 | ? | -34.6% | 4.1% | 20.8 | 1.9% | ?
COc1ccccc1/C=N/NC(=O)c1[nH]c(C)c(C(=O)N/N=C/c2ccccc2OC)c1C | 3.7 | 29.0% | -9.8% | 7.1% | -4.3 | -0.1% | ?
Cc1cc(NCCc2ccc(Cl)cc2)n2ncnc2n1 | 10.5 | -5.7% | -14.8% | 4.9% | -16.4 | -0.6% | 21.5%
CC1CCCCN1CCNc1nc(=S)[nH]c2ccccc12 (stereo not drawn) | -2.7 | 2.5% | -17.2% | 1.7% | -21.4 | 0.7% | 2.33µM*
CC1CCC(C(=O)NC(C(=O)N2CCC(N3CCCCC3)CC2)C(C)C)CC1 (stereo not drawn) | -3.1 | 0.1% | 78.8%[activator] | 3.3% | -11.2 | · | -1.0%
CCOc1ccc2nc(SCC(=O)N3CCCc4ccccc43)sc2c1 | -0.9 | 1.9% | -9.7% | 2.1% | -16.0 | 5.9% | -8.0%
CCN1CCc2c(C#N)c(NCc3ccccc3)nc(N(CC)CC)c2C1 | -4.4 | 2.62µM* | 81.2%[activator] | -4.2% | -10.2 | 5.0% | 0.928µM*
CC(C)(C)OC(=O)N1CCC(C(=O)N[C@H](Cc2ccccc2)C(=O)O)CC1 | -5.5 | 0.8% | -5.7% | 1.5% | 18.2 | 1.5% | 3.5%
CCCc1ccc(-c2ccc(F)c(N)c2)nc1 | -3.3 | -66.5% | -35.4% | 15.8µM* | -0.6 | -1.8% | 384.0%[activator]
O/N=C1\CCCc2ccccc21 | 0.7 | 40.5%[activator] | -14.5% | -5.7% | 2.0 | 1.0% | ?
Cc1ccc(S(=O)(=O)Cn2nnnc2C(C(C)C)N2CCN(c3nc4ccccc4s3)CC2)cc1 (stereo not drawn) | 1.1 | 4.65µM* | -27.2% | 3.0% | 2.2 | 1.1% | ?
CCOC(=O)C1(C)C=C(Nc2ccc(NC(C)=O)cc2)C(=O)N1c1ccc(NC(C)=O)cc1 (stereo not drawn) | -2.5 | -1.6% | 4.4% | 1.1% | -1.3 | -5.2% | 1.4%
O=C(CN1C(=O)C2C3CC(C(Br)C3Br)C2C1=O)N1CCN(Cc2ccccc2)CC1 (stereo not drawn) | 30.6 | ? | 114.3%[activator] | -0.5% | -1.7 | -1.4% | -19.8%
O=C(CC(c1ccccc1)c1cc(Br)ccc1O)N1CCCCC1 (stereo not drawn) | 0.9 | 13.1µM* | -22.9% | 1.4% | -10.5 | -2.7% | ?
NC(=O)CCN1CCN(CCOC2Cc3cc(Cl)ccc3Sc3ccccc32)CC1 (stereo not drawn) | -1.1 | ? | 321.0%[activator] | 0.2% | -3.7 | 6.1% | ?
COc1ccc(/C=C2\SC(=S)N(CCCC(=O)N3CCOCC3)C2=O)cc1OC | -4.9 | -28.4% | -0.9% | -1.6% | 36.8 | 0.2% | 0.0%
CC(C)Sc1nnc(OC(=O)N(C)C)n1-c1ccccc1 | -2.2 | ? | -2.3% | -1.9% | -12.2 | -3.4% | ?
Cc1c(C(=O)N(C)CCn2ccnc2C)oc2c(F)cccc12 | -3.5 | 3.3% | -10.1% | -0.1% | -7.7 | -0.7% | ?
COc1ccc(Cn2c(=O)[nH]c3cc(C(=O)Nc4ccc(N5CCN(C)CC5)cc4)ccc32)cc1 | 4.2 | -20.6% | -2.6% | 9.2% | -17.3 | -1.8% | ?
CCc1cc(-c2[nH]ncc2-c2ccc([N+](=O)[O-])cc2)c(O)cc1OC | -2.3 | 4.65µM* | -36.6% | 9.6% | -5.1 | -4.0% | -28.6%
COCCCNC(=O)c1cc(Nc2ccc(OC)cc2OC)nc2ccccc12 | 1.0 | 18.1%[0.00184 µM] | 54.4% | 0.7% | -7.2 | 0.0% | -2.1%
CCOc1ccc2nc(NCCNC(=O)CC)c(C#N)cc2c1 | 1.6 | ? | 0.8% | -1.2% | 25.8 | -2.8% | ·
O=C(CN1c2ccccc2Sc2ccccc21)NNC(=O)Nc1ccc(Cl)cc1 | -3.3 | -5.3% | -57.1% | 2.5% | -14.1 | 1.8% | -24.5%
CCN(Cc1cc(=O)oc2cc(C)ccc12)c1ccccc1 | 11.2 | ? | -50.1% | -0.4% | 3.3 | 7.5% | ?
CN(C)CCN(C(=O)C1CCCCC1)c1nc2cc3c(cc2s1)OCO3 | 15.2 | -12.6% | 55.7% | -4.4% | -7.7 | 11.7% | ?
Cc1cc(=O)oc(C)c1C(=O)NCc1ccco1 | -3.9 | 29.9% | -30.8% | 3.3% | 13.7 | 0.0% | 39.7%[activator]
Cc1occc1C(=O)Nc1ccc([N+](=O)[O-])cc1Br | 10.1 | 29.2% | -39.7% | 0.1% | 9.3 | 1.7% | 27.3%
COc1ccc(CCNC(=O)CSc2nn(-c3ccccc3)c(=S)s2)cc1OC | -3.9 | 10.4µM* | 16.6% | 1.1% | -13.5 | 3.3% | ?
Cc1cc(Br)c(S(=O)(=O)NCCN2CCOCC2)cc1C | -3.7 | ? | -8.2% | -6.9% | -14.7 | -0.3% | ·
CCNC(=O)C1CCCN1S(=O)(=O)c1ccc(C)cc1 (stereo not drawn) | -3.6 | 5.8% | -16.1% | -3.1% | 10.7 | -6.6% | -19.8%
CCOP(=O)(c1ccccc1)C1(O)CCCCC1 (stereo not drawn) | -1.6 | · | -10.4% | 2.1% | 12.2 | 6.8% | 6.2%
Cc1ccccc1C(C(=O)NCc1ccccc1)N(Cc1ccco1)C(=O)c1ccccn1 (stereo not drawn) | -4.4 | 0.0% | 27.2% | -5.1% | 22.2 | -1.0% | ?
COc1ccc(-n2c(C)c(C(C)=O)c3cc(OCC(N)=O)ccc32)cc1 | -1.0 | ? | 49.2% | 3.2% | -13.4 | 0.1% | ?

Among those listed so far, these contain a furan ring, fused or not:
SMILES | Cycloheximide cs | Pf growth 48h | AmpC no deterg | LmPK inhibitor | Shiga inhibitor | TbPYK inhibitor | Pf growth 96h
COc1ccc(N(CC(=O)NC2CCCCC2)C(=O)CNC(=O)c2ccco2)c(OC)c1 | 1.1 | -28.1% | -0.8% | 1.9% | -3.3 | 3.0% | -28.9%
Cc1c(C(=O)N(C)CCn2ccnc2C)oc2c(F)cccc12 | -3.5 | 3.3% | -10.1% | -0.1% | -7.7 | -0.7% | ?
Cc1cc(=O)oc(C)c1C(=O)NCc1ccco1 | -3.9 | 29.9% | -30.8% | 3.3% | 13.7 | 0.0% | 39.7%[activator]
Cc1occc1C(=O)Nc1ccc([N+](=O)[O-])cc1Br | 10.1 | 29.2% | -39.7% | 0.1% | 9.3 | 1.7% | 27.3%
Cc1ccccc1C(C(=O)NCc1ccccc1)N(Cc1ccco1)C(=O)c1ccccn1 (stereo not drawn) | -4.4 | 0.0% | 27.2% | -5.1% | 22.2 | -1.0% | ?
